NPY-Y2 PAM-ag = human NPY-Y2 potentiation or agonism, primary screen | cells expressing NPY-Y2, potentiator/agonist read-out | activation, % at 3.6 µM | hit rate 0.45% among 220,000; in the data active means activation above about 27%;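 further: cells stimulated with NPY near EC25 plus isoproterenol at EC100; 0% = vehicle plus submaximal agonist and 100% = vehicle plus saturating agonist; some results beyond the cut were filed as inactive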
EP2 modulator = modulates human prostaglandin E2 receptor EP2 signaling. P43116. EP2-expressing cells, cAMP HTRF FRET, PGE2 co-stimulation. induction, % at 25 µM. hit rate 0.83% among 260,000. AID 940;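 active means compounds whose cAMP rise, as percent of the full-agonist control response, exceeds 60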;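 further: rat C6 glioma line stably carrying human EP2 under a CMV promoter; the protocol text gives 20 µM as final concentration; 100% = response of wells given 1 µM PGE2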
p97 inhibitor = inhibitors of human p97 ATPase | P55072 | recombinant p97 ATPase, Kinase-Glo ATP luminescence, 3 h | inhibition, % at 8 µM | hit rate 0.42% among 220,000 | AID 1481; in the data active means inhibition above about 15%;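 further: 0% = DMSO vehicle and 100% = wells lacking enzyme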
S1P4 antagonist = blocks the human S1P4 receptor; O95977; S1P4-expressing cells, antagonist mode, reporter read-out; inhibition, % at 4.98 µM; hit rate 0.26% among 220,000; in the data active means inhibition above about 29%;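 further: 0% = wells stimulated with agonist and 100% = vehicle wells without agonist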
eIF4E 4G PPI = eIF4E/eIF4G interaction inhibition in translation initiation; hit rate 0.37% among 220,000; AID 782; inhibition, % at 21.7 µM; P63073+Q04637; TR-FRET eIF4E-eIF4GI(517-606) binding, 2 h;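 active means inhibition above about 30%, limit read from the data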;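 further: 0% = full FRET control wells and 100% = background wells lacking eIF4GI fragment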
Target sequence (P63073 whole entry, looked up, the tested form may be a part): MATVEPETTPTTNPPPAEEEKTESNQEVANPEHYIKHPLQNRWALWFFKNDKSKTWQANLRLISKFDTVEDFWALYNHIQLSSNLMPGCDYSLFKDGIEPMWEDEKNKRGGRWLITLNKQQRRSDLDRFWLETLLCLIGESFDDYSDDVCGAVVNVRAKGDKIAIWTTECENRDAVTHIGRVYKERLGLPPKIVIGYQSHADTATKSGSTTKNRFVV
Target sequence (Q04637 whole entry, looked up, the tested form may be a part): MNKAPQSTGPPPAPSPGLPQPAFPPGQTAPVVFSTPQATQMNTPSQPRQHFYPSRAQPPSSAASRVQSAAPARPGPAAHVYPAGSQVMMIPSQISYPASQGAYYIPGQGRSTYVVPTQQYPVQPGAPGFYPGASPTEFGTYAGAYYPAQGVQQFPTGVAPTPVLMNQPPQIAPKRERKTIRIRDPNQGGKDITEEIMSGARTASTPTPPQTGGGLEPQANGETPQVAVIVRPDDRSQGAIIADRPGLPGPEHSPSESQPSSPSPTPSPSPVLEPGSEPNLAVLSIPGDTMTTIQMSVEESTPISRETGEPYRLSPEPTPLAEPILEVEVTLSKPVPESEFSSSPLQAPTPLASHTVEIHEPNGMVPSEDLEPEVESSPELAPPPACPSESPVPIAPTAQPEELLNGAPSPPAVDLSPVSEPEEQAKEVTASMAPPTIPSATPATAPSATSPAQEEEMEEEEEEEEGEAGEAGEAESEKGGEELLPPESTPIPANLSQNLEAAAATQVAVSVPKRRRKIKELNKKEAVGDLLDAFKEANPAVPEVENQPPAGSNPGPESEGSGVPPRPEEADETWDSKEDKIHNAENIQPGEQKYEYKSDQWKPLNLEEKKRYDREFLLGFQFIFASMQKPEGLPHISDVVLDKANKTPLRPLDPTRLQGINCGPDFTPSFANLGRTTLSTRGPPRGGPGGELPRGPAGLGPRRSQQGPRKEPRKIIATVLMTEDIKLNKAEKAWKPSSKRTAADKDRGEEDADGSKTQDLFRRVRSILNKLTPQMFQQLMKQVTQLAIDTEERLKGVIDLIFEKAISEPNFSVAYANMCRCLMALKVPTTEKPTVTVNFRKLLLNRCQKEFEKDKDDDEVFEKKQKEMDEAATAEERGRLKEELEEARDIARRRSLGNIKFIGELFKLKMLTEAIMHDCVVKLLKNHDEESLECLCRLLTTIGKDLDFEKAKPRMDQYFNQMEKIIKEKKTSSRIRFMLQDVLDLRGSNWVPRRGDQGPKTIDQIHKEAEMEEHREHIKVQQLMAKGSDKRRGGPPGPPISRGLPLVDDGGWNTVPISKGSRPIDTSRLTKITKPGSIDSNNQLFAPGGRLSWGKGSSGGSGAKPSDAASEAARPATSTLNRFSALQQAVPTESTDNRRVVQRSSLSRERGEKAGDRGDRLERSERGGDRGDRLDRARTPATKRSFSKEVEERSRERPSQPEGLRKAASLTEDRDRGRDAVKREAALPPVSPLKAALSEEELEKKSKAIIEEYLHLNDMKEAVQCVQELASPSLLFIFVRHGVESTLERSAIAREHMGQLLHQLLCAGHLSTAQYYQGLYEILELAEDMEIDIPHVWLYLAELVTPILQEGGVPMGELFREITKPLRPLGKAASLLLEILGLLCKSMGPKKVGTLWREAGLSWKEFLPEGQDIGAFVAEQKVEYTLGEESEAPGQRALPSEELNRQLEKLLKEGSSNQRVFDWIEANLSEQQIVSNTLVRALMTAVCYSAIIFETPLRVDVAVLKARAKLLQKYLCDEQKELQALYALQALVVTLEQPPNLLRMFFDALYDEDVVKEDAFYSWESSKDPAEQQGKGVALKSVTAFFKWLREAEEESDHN
NPY-Y1 PAM-ag = potentiates or activates human NPY-Y1 receptor. P25929. NPY-Y1 expressing cells, potentiator/agonist activation. activation, % at 3.6 µM. hit rate 0.37% among 220,000; in the data active means activation above about 33%, passing the limit was not always enough;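 further: cells stimulated with NPY at EC10 then isoproterenol at EC100; 0% = low agonist plus stimulus and 100% = saturating agonist plus stimulus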
NPY Y1 blocker = NPY-Y1 (human) receptor antagonism | P25929 | HEK293-CNG Y1 cells, membrane potential fluorescence; NPY at EC95, then isoproterenol | inhibition, % at 3.6 µM | hit rate 1% among 200,000 | AID 1040;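 active means inhibition above the campaign mean inhibition of all tested compounds plus 3 SD, cut at about 20% in these data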;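 further: 0% = DMSO wells given NPY plus isoproterenol and 100% = isoproterenol alone without NPY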
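System: HEK293 cells with Y1 receptor plus CNG channel / Probe or stimulus: NPY 25 nM then isoproterenol 1 µM plus Ro 20-1724 25 µM / Compound: one concentration, 3.6 µM, in 0.4% DMSO / Schedule: compound incubation 1 h at room temperature, readout 45 min post-stimulation / Measured by: membrane potential fluorescence / Read-out: % inhibition of NPY effect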
PGE2 EP2 inh = inhibitors of human EP2 prostaglandin E2 receptor; hit rate 0.52% among 260,000; inhibition, % at 25 µM; AID 1422; C6 glioma cells expressing human EP2, cAMP TR-FRET; cells stimulated with saturating PGE2; P43116;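 active means percent inhibition above 40 after rounding to a whole number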;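 further: rat C6 glioma host cells with rolipram phosphodiesterase inhibitor present; the protocol text gives 20 µM as final concentration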
S1P4 agonist = human S1P4 receptor agonism; O95977; S1P4-expressing cell line, agonist reporter assay; activation, % at 4.98 µM; hit rate 0.35% among 220,000; in the data active means activation above about 11%;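 further: 0% = DMSO vehicle and 100% = reference agonist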
* marks the source's active call; other numbers are inactive results; . = no result given; [ ] = another dose, or the depositor's remark.

SMILES | NPY-Y2 PAM-ag | EP2 modulator | p97 inhibitor | S1P4 antagonist | eIF4E 4G PPI | NPY-Y1 PAM-ag | NPY Y1 blocker | PGE2 EP2 inh | S1P4 agonist
O=C1N/C(=N\N=C\c2ccco2)SC1Cc1ccc(F)cc1 (stereo not given) | -6 | 29 | 2 | -9 | -2 | -3 | 6 | 4 | 1.1
CC1CCCCC1NC(=O)C1CCN(S(=O)(=O)c2ccc3c(c2)CCC(=O)N3)CC1 (stereo not given) | -22 | 6 | -7 | 19 | 5 | -9 | 3 | 11 | -3.6
CCCNC(=O)NC(=O)CN1C(=O)NC(C)(c2ccc(C)cc2)C1=O (stereo not given) | 3 | 37 | 2 | 8 | 1 | 4 | -2 | 4 | -1.1
CCn1c(SCC(=O)Nc2nc3ccc(C)cc3s2)nc2c(c1=O)SC(C)C2 (stereo not given) | 13 | -27 | 7 | 14 | 1 | 29 | -4 | 28 | 1.4
CCc1ccc(OCc2nc(-c3ccccn3)no2)c(Br)c1 | 7 | -43 | -1 | -12 | 13 | 6 | -3 | 6 | 1.6
Cc1ccc(SCCc2ccc(C)nc2)cc1 | 0 | 0 | -4 | -7 | 5 | 5 | 8 | 6 | 0.4
COC(=O)[C@H](C)NC(=O)Nc1cc(Cl)ccc1C | -14 | 6 | -7 | 8 | 3 | 3 | 3 | 7 | 6.5
CCC1CCCCN1Cc1ccc(OC)c(OC)c1 (stereo not given) | 7 | -1 | -1 | -7 | 2 | -5 | 4 | 10 | 1.9
CCOC(=O)CON1C(=O)C(C)(C)N(OCC(=O)OCC)C(=O)C1(C)C | 20 | 22 | 3 | 10 | -15[fluorescence artefact?] | 29 | 0 | 14 | -0.3
CC(=O)N1CCN(C(=O)CSc2nc3c(cnn3-c3ccccc3)c(=O)[nH]2)CC1 | 14 | 20 | 8 | -3 | -3[fluorescence artefact?] | -2 | -3 | 16 | 1.8
Cc1noc(C)c1COC(=O)Cc1ccc(Cl)cc1 | -9 | 22 | 1 | -31 | 0 | -5 | 8 | 27 | -0.4
Nc1ccccc1C(=O)N=Nc1[nH]c(N)c2ccccc12 | 3 | -43 | -3 | -23 | 8 | -1 | -4 | 7 | 0.0
Cc1cc(=O)[nH]c(SCC(=O)Nc2cccc(C(F)(F)F)c2)n1 | -5 | 17 | 3 | -28 | 6 | -34 | -2 | -5 | 2.2
O=C(CCc1ccc(S(=O)(=O)NCc2ccccc2)cc1)N1CCN(Cc2ccc3c(c2)OCO3)CC1 | -30 | -7 | -6 | -4 | 1 | -11 | -1 | 4 | -0.5
CCOC(=O)C1CCN(C(=S)Nc2cccc(C)c2C)CC1 | 10 | 24 | 1 | -7 | 3[fluorescence artefact?] | 7 | 3 | 9 | -0.2
CN(C)S(=O)(=O)Oc1ccsc1C(=O)Nc1ccc(Cl)cc1 | 21 | -4 | -4 | 2 | 9 | 8 | -6 | 10 | 3.6
C/C(=N\NC(=O)c1ccc(Cn2cc([N+](=O)[O-])cn2)o1)c1cccc(NC(=O)C(C)C)c1 | 0 | -11 | 2 | -12 | 2[fluorescence artefact?] | 2 | 3 | 13 | 0.8
CCOC(=O)C1(CCOc2ccccc2)CCN(Cc2cccc3nonc23)CC1 | -9 | 20 | 2 | -20 | -4 | 3 | 8 | 5 | 1.8
CCCNS(=O)(=O)c1ccc(OCC(=O)NCCCOC)cc1 | 4 | 8 | 3 | -13 | -1 | -31 | 0 | 6 | 1.6
O=P(OC1CCCCC1)(OC1CCCCC1)C(O)c1cccnc1 (stereo not given) | 10 | -12 | -4 | 1 | -3 | 20 | . | 6 | 0.3
O=C(NN/C(=N/S(=O)(=O)c1ccc(Cl)cc1)c1ccccc1)c1ccc(O)cc1 | -2 | 20 | 2 | -8 | 20 | 24 | 12 | 6 | 0.9
CC(=O)Nc1ccc(NC(=O)C2CC(=O)Nc3ncnn32)cc1 (stereo not given) | -10 | 4 | 6 | -18 | -4 | 18 | . | 0 | -0.3
O=C(Nc1ccc2c(c1)oc1ccc(S(=O)(=O)N3CCCC3)cc12)C1CC1 | -12 | -16 | 1 | -9 | 3[fluorescence artefact?] | -5 | -11 | 9 | -0.1
CCC(c1nnc(SCC(=O)NCCc2ccc(Cl)cc2Cl)o1)N(C)C (stereo not given) | 7 | 6 | 4 | 6 | -2 | 4 | 1 | 10 | -0.9
FC(F)(F)c1cc(-c2ccccc2)nc2nc(N3CCOCC3)sc12 | 3 | 67* | -2 | -1 | 0 | -22 | 5 | 10 | -0.2
CC1(C)CC(=O)C(Sc2ccccc2[N+](=O)[O-])=C(O)C1 | 5 | 34 | 1 | 6 | 0 | -25 | -2 | 6 | -0.1
Cc1cccc(NC(=O)/C(C#N)=C/c2ccc(Sc3ccccc3)o2)c1C | 3 | -14 | 8 | -4 | 4 | -1 | -4 | 11 | -1.2
O=C1C=C(Nc2ccc(Cl)cc2)CC(c2ccccc2)C1 (stereo not given) | -7 | -23 | 1 | 6 | 8 | -11 | 1 | 10 | 0.4
CCCOc1ccc(N2C(=O)CC(SC(=NCC)NCC)C2=O)cc1 (stereo not given) | 1 | 10 | -6 | 2 | -3 | 1 | -3 | 6 | 0.1
O=C1C(=O)N(c2ccccc2)c2ccccc21 | -4 | 1 | 3 | -4 | 2 | 10 | 7 | 10 | 1.2
COc1ccc(NC(=O)Cc2ccc(C)cc2)c([N+](=O)[O-])c1 | -11 | -9 | 2 | -4 | 6 | -6 | -1 | 6 | 0.2
CCO/C=C1/C(=O)N(C(C)=O)c2ccccc21 | -2 | 21 | 4 | -9 | 2 | -4 | -1 | 4 | -3.2
CCOC(=O)Nc1ccc(C(=O)/C=C/c2ccccc2)cc1 | 1 | -7 | 6 | 12 | 6 | 11 | . | 1 | 0.1
O=C(NC(=S)Nc1cccc([N+](=O)[O-])c1)c1ccco1 | -10 | -7 | -1 | -9 | 1 | 1 | 6 | 10 | -1.1
CC1SCC(=O)N(CC(=O)NCc2ccccc2)C1=O (stereo not given) | -2 | 5 | -4 | -5 | -1 | -1 | 2 | 5 | 0.9
CCOC(=O)c1cnc2ccc(C)cc2c1Sc1ccccc1C(=O)OC | 10 | 53 | -3 | -10 | -18 | 17 | 10 | . | -1.5
Cc1ccc(CCNC(=O)C2CCC(=O)N2C2CCCC2)cc1 (stereo not given) | 4 | 27 | -6 | -27 | 0 | -7 | 2 | 9 | 0.3
CN(CCCNC(=O)Cn1cc2c(n1)CCCC2)C1CCCCC1 | 14 | 23 | 0 | -1 | 1 | 11 | 4 | 3 | -2.0
COc1cc(C=O)ccc1OCCOc1ccccc1[N+](=O)[O-] | -2 | -1 | 6 | -21 | -4 | -14 | 3 | 6 | -0.5
Cc1ccc(NC(=O)N/C=C/c2ccccc2)cc1 | 8 | -11 | 1 | 1 | 0 | -1 | 2 | 9 | 0.3
O=C(O)C1CCN(C(=O)c2ccc(Cl)cc2)CC1 | 6 | 11 | 1 | -6 | -2[fluorescence artefact?] | -7 | 0 | 18 | -1.9
Cc1ccccc1C(=O)NNC(=O)C(=O)N1CCCCC1 | 13 | -17 | -2 | -22 | 0[fluorescence artefact?] | -26 | 4 | 4 | 2.5
CCOc1nc(C)nc(NC(=O)NS(=O)(=O)c2ccccc2Cl)n1 | -6 | 19 | 1 | 2 | -7 | 19 | -1 | . | 1.5
Cc1cccc(NC(=O)Cc2ccc(F)cc2)c1 | 10 | -6 | 2 | 11 | -7 | -12 | -1 | 14 | -2.6
CN(N)C(=S)Nc1ccc(Cl)cc1 | 11 | -7 | 3 | -4 | -1 | 8 | 0 | 4 | -3.9
CN(C)c1ccc(/C=N/N2C(=O)c3ccccc3C2=O)cc1 | -14 | -8 | 3 | 14 | 2 | 4 | . | 2 | -0.8
Cc1c(NC(=O)c2c(N)n(-c3ccccc3)c3nc4ccccc4nc23)c(=O)n(-c2ccccc2)n1C | 18 | -4 | 4 | -9 | 3[fluorescence artefact?] | 1 | -4 | 3 | 1.3
COc1ccccc1NS(=O)(=O)c1ccc2oc(SC3CCOC3=O)nc2c1 (stereo not given) | 30 | -47 | 3 | 7 | -20 | 7 | -7 | 32 | -0.2
CC(=O)n1cc([C@@H]2C=C(C(=O)N3CCOCC3)O[C@H](OCCCCO)C2)c2ccccc21 | -12 | 3 | 3 | -5 | 3 | 0 | 0 | 5 | -0.5
COc1ccc(NC(=O)Cc2ccccc2)cn1 | 0 | 17 | 3 | 6 | 3 | 9 | 2 | 9 | -0.1
O=C(NCc1ccc2c(c1)OCO2)c1cccc(F)c1 | -6 | 13 | -1 | -17 | 4 | 11 | -6 | 15 | 2.5
O=C(NCC1COc2ccccc2O1)c1ccc(NC(=O)C2CCCO2)cc1 (stereo not given) | 3 | -13 | 2 | -35 | 1 | 20 | -4 | 10 | 1.2
CO/N=C/c1cc([N+](=O)[O-])ccc1Sc1ccc(C)cc1 | -2 | 42 | 4 | -1 | 6 | 7 | 6 | 4 | -1.7
C=CCNC(=O)COC(=O)c1oc2ccccc2c1CSC1CCCCC1 | -3 | 42 | -3 | -14 | 2 | -30 | 8 | 8 | -0.5
COC(=O)C(C(=O)Nc1cccc(C)n1)C1CCCCCC1 (stereo not given) | -5 | 4 | -4 | 2 | 7 | -5 | 3 | 10 | -1.6
O=C(COc1nc2ccccc2nc1N1CCOCC1)Nc1ccc(S(=O)(=O)N2CCCC2)cc1 | 6 | -1 | 1 | -7 | -1[fluorescence artefact?] | 9 | 0 | 11 | 0.9
CCN(CC)S(=O)(=O)c1c(Br)cc(C)cc1Br | 2 | 30 | 3 | 0 | 5 | 0 | 0 | 5 | 2.1
FC(F)(F)c1ccc(N2CCN(c3cc(-c4ccccc4)nc4ncnn34)CC2)nc1 | -21 | -26 | 0 | -7 | -47[fluorescence artefact?] | -14 | 2 | 20 | -0.4
Fc1cccc(Nc2nc3ccccc3n3nnnc23)c1 | 1 | -11 | 0 | -3 | 1 | -4 | 7 | 10 | -4.2
COc1ccc(NC(=S)N(CCc2nc3cc(C)c(C)cc3[nH]2)Cc2cccnc2)cc1 | -4 | 13 | -2 | -8 | 0 | -3 | 1 | -1 | -0.3
N#CC1=C2SCN(c3ccc(F)cc3)CN2C(=O)CC1c1cccc(F)c1 (stereo not given) | 3 | 13 | 2 | 5 | 3 | 3 | -3 | 22 | 1.4
O=C(NCCCN1CCCCC1)c1ccc2c(c1)NC(=O)C(N1CCCCC1)S2 (stereo not given) | -16 | 1 | 0 | -32 | -1[fluorescence artefact?] | -4 | 0 | 17 | -1.3
COc1cccc(/C=N/NC(=O)c2cc(-c3cccn3C)n[nH]2)c1O | 3 | 1 | -1 | -10 | -2[fluorescence artefact?] | -4 | 3 | 14 | -0.6

Of the compounds above, two have a cyano group.
SMILES | NPY-Y2 PAM-ag | EP2 modulator | p97 inhibitor | S1P4 antagonist | eIF4E 4G PPI | NPY-Y1 PAM-ag | NPY Y1 blocker | PGE2 EP2 inh | S1P4 agonist
Cc1cccc(NC(=O)/C(C#N)=C/c2ccc(Sc3ccccc3)o2)c1C | 3 | -14 | 8 | -4 | 4 | -1 | -4 | 11 | -1.2
N#CC1=C2SCN(c3ccc(F)cc3)CN2C(=O)CC1c1cccc(F)c1 (stereo not given) | 3 | 13 | 2 | 5 | 3 | 3 | -3 | 22 | 1.4

Assay outcomes (PubChem BioAssay)

Not all compounds are listed (hit frequency here may not be typical).
